# Screening results: PubChem, The Scripps Research Institute Molecular Screening Center
# HTRA1 inh – HTRA1 (human) protease inhibition; Q92743; recombinant HTRA1, FP-rhodamine activity-based probe, fluorescence polarization; inhibition, % at 5.96 µM; hit rate 0.5% among 340,000; AID 504803; in the data active = inhibition above about 36%;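 also: 0% = enzyme with DMSO and 100% = wells lacking enzyme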
# mABHD4 FP – ABHD4 (mouse) inhibition, primary FP screen. purified mABHD4, FP-Rh probe fluorescence polarization. inhibition, % at 8.92 µM. hit rate 0.54% among 370,000. AID 720543;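 active = inhibition exceeding the mean over every tested compound plus 3 SD, cut at about 30% in these data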;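 also: 0% = plate median of compound wells and 100% = S159A mutant with DMSO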
# Target sequence (Q8VD66 whole entry, looked up): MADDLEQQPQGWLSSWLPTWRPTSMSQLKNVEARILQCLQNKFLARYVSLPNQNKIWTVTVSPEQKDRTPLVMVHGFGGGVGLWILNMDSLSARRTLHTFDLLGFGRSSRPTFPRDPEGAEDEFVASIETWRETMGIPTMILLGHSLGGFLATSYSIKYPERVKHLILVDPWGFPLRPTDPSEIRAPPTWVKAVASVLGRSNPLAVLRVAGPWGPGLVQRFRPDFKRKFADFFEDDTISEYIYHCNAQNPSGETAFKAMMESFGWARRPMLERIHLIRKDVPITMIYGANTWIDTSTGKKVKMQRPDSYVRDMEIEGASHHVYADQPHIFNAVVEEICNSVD
#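 Assay system: mABHD4 protein; medium: HEPES pH 7.0, NaCl, Pluronic buffer; dosing: 8.92 µM, single dose; schedule: 45 min + 60 min at 25 °C; signal: FP readout, ex 525 nm / em 598 nm; read-out: normalized percent inhibition of probe labeling; repeats: single replicate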
# DDE Tn7 FP inh – inhibitors of Tn7 peptide binding to human fibrin DD(E); P02675; FP displacement of FITC-Tn7 peptide from fibrin DD(E); 0% = median of compound wells per plate; inhibition, % at 8.3 µM; hit rate 0.13% among 370,000; AID 720508;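 active = inhibition above the mean of compounds falling within the control limits plus 3 SD of them, cut at about 14% in these data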;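 also: 0% = plate median of compound wells and 100% = 10 µM Aha-Tn7 peptide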
#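 system = human fibrin DD(E) protein | quantity = DD(E) 2 µM final | medium = Tris/NaCl/CaCl2 buffer, pH 7.8 | also added = labelled Tn7 tracer, 0.1 µM | compound dosing = single point at 8.3 µM | timing = compound with protein 10 min, then 3 h after probe, room temperature | signal = FP measurement | benchmarks = Aha-Tn7 high control | repeats = one replicate per compound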
# SIAE primary – human SIAE inhibition, primary screen; hit rate 0.69% among 370,000; SIAE FP-Rh probe binding, fluorescence polarization; inhibition, % at 9.66 µM; Q9HAT2; AID 1053197;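 active = inhibition above a cutoff: mean of compounds within the control limits plus 3 SD of those, cut at about 17% in these data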;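 also: 0% = plate median of compound wells and 100% = probe without SIAE protein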
# PG9 binder – binds the HIV-1 gp120 antibody PG9 | TR-FRET gp120-PG9 antibody binding | inhibition, % at 6.7 µM | hit rate 0.43% among 360,000; in the data active = inhibition above about 8.5%
# LEDGF integ inh – blocks HIV-1 LEDGF/p75-dependent DNA integration; hit rate 0.64% among 370,000; inhibition, % at 3.7 µM; TR-FRET IN-LEDGF/p75 DNA integration, Eu/Cy5;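 active = inhibition above the screen-wide mean plus 3 SD, cut at about 13% in these data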;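 also: signal is the Cy5 over europium emission ratio at 671 and 618 nm; 0% = plate median of compound wells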
# UHRF1 MBD2 ctr – UHRF1 methyl-DNA binding inhibition; Q96T88; UHRF1 binding to methylated oligo, TR-FRET; inhibition, % at 4.4 µM; hit rate 0.75% among 370,000; AID 687016; in the data active = inhibition above about 21%;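 also: UHRF1 SRA domain binding a hemimethylated CpG hairpin DNA probe; 0% = median of test compound wells and 100% = reference inhibitor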
# PRMT1 inh – inhibitors of human PRMT1; recombinant PRMT1, activity-based probe fluorescence polarization; inhibition, % at 2.79 µM; hit rate 1.3% among 370,000;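 active = inhibition above about 21% made by adding two undisclosed values, limit read from the data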
# Target sequence (Q99873 whole entry, looked up): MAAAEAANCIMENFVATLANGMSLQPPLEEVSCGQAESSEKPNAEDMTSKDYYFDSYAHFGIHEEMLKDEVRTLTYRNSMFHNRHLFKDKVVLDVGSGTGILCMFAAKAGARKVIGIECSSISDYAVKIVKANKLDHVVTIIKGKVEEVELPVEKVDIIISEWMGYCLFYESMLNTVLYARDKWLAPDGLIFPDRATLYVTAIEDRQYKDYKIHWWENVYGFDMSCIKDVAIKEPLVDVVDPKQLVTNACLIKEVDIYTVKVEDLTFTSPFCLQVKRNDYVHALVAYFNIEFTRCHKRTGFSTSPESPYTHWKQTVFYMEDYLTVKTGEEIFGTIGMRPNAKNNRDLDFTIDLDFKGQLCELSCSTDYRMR
# TCR-CD3 inh – inhibitors of human TCR-CD3 interaction; TAMRA-labeled TCR probe fluorescence, biochemical; inhibition, % at 9.4 µM; hit rate 0.37% among 360,000; in the data active = inhibition above about 19%;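 also: recombinant mutant TCR 2C K166C tagged with TAMRA read by polarization; 0% = receptor in buffer alone and 100% = receptor with positive control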
# TDP2 absorb – TDP2 (human) inhibition, absorbance primary screen | O95551 | recombinant TDP2, T5PNP hydrolysis, p-nitrophenol absorbance 415 nm | inhibition, % at 12.8 µM | hit rate 0.34% among 370,000 | AID 720702;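 active = inhibition above the mean of all tested compounds plus 3 SD, set per campaign, cut at about 25% in these data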;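 also: 0% = DMSO with enzyme and 100% = buffer with substrate but no TDP2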
# Target sequence (O95551 whole entry, looked up): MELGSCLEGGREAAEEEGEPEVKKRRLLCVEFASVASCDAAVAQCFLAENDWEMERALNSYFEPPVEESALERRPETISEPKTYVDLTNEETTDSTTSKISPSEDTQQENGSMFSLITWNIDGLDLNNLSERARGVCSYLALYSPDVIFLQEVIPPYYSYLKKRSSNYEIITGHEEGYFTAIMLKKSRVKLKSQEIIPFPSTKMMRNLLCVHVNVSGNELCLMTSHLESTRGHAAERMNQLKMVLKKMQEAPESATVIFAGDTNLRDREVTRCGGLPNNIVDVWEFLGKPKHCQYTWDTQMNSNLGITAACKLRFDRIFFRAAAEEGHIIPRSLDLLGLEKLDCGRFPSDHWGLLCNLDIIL
#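 Test system: Human TDP2 enzyme | Reagent: 5 mM T5PNP | Compound dosing: 12.8 µM single point, 1% DMSO | Incubation: Enzyme reaction with compound for 2 h at 37 °C | Technique: p-Nitrophenol epi absorbance | Read-out: % inhibition relative to enzyme-containing and enzyme-free wells | Benchmarks: High control without enzyme, low control DMSO plus TDP2 | Replicates: Singlicate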
# * = called active by the depositor; · = not tested or not shown.
SMILES,HTRA1 inh,mABHD4 FP,DDE Tn7 FP inh,SIAE primary,PG9 binder,LEDGF integ inh,UHRF1 MBD2 ctr,PRMT1 inh,TCR-CD3 inh,TDP2 absorb
COc1ccccc1Cn1c(CCCO)nc2ccccc21,-1,-3,3,1,-1.7,-2,-1,-2,6,8
Cn1c(N)c(C(=O)COC(=O)COc2ccc(Cl)cc2Cl)c(=O)n(C)c1=O,-3,-4,-5,0,-1.0,2,0,-3,-4,-6
Cc1ccc(S(=O)(=O)N(C)C)cc1NC(=O)CSc1nnnn1-c1ccc(O)cc1,-5,0,1,-4,0.2,-6,1,3,-6,-1
CCN(CC)c1ccc(C=Nn2c(-c3cc(C)[nH]n3)n[nH]c2=S)cc1,·,10,0,7,·,-4,-1,4,·,1
O=C(NCc1ccc(F)cc1F)[C@@H]1CCCN1C(=O)[C@@H]1CCCN1C(=O)c1ccc(Cl)cc1,·,6,1,0,1.3,-4,1,3,-14,-1
CCOC(=O)[C@]12CCCCC/C=C\1N(CCc1ccc(Cl)cc1)C(=O)[C@H]2CC(=O)N1CCN(C(=O)c2ccco2)CC1,·,5,3,6,·,-1,1,4,·,-3
COc1cc2c(cc1OC)CN(C(=O)c1ccc(OC)c([N+](=O)[O-])c1)CC2,5,-2,-3,2,-1.8,-2,1,1,2,11
O=C(COc1ccc(F)c(Cl)c1)NC(=O)NC1CCCC1,-5,1,-4,0,0.5,3,-1,2,4,2
CCCCCCNS(=O)(=O)c1nc2nc(C)cc(C)n2n1,1,-5,3,4,0.9,4,5,-3,-8,-1
COc1ccc(N2CCN(c3nc(C)c(C)c(=O)[nH]3)CC2)cc1,2,-2,-6,6,-0.2,-2,-2,-1,-1,15
Cc1cc([N+](=O)[O-])ccc1NC(=O)c1cc2ccccc2o1,-15,1,-3,0,-0.1,1,-3,0,0,5
CC1=C(C(=O)N2CCCCCC2)CC(CC(=O)NCCCN(C)C)C(=O)N1Cc1ccc(C(C)(C)C)cc1 (centres undefined),·,1,0,-4,1.1,-4,4,7,-5,-5
COc1ccc(-c2c(-c3ccc(OC)c(F)c3)c3ccccc3n2C)cc1,6,3,-2,5,-1.9,-2,0,2,-7,-6
COc1ccc(NC(=O)CCCNC(=O)Cn2cnc3sc4c(c3c2=O)CCCC4)cc1OC,2,2,-1,10,-0.3,1,-1,-3,0,6
COc1ccc(CCNC(=O)CN2C(=O)NC(c3ccccc3)(c3ccccc3)C2=O)cc1,-11,-1,-2,8,-1.3,3,2,-2,-1,-1
CC(C)C[C@H]1CNC(=S)N1CC1CCCN1C[C@H](Cc1ccccc1)N1C[C@H](Cc2ccc(O)cc2)N(CC2CCCCCC2)C1=S (some centres undefined),-66,-8,13,-13,-0.4,-2,-1,1,-5,7
Cc1ccc(S(=O)(=O)Oc2cccc(/C=N/n3cnnc3)c2)cc1,1,-1,-7,0,-3.9,1,-1,0,4,-6
COc1cc(/C=C/C(=O)O)cc(S(=O)(=O)Nc2cccc(S(=O)(=O)N3CCOCC3)c2)c1OC,0,2,5,1,2.1,-7,-1,0,-4,0
CC1=NN(C(C#N)c2ccc(F)cc2)C(c2ccccc2)C1 (centres undefined),2,0,-2,3,-1.9,-7,0,3,-4,1
CCOC(=O)N1CCN(C(=O)COC(=O)c2ccc([N+](=O)[O-])cc2Cl)CC1,-2,4,-4,3,-0.7,-3,-3,-1,-2,2
C#Cc1ccc(NC(=O)C2(C)CCN2C(=O)CC(c2ccccc2)c2ccccc2)cc1 (centres undefined),·,-25,2,-12,1.4,-3,4,2,2,5
O=C(Nc1ccc(N2CCN(C(=O)c3ccc(Cl)cc3)CC2)cc1)c1cccnc1,3,-5,0,2,-2.5,0,-1,2,8,1
CN(C)c1ccccc1C(=O)c1ccccc1N(C)C,-6,-6,-6,3,1.8,-3,-5,0,2,-1
CN(C)c1ccc(NC(=O)CN2CCC(N3CCCCC3)CC2)cc1,5,17,2,3,-2.1,0,2,-3,2,11
Oc1ccc(CNc2ccccc2O)cc1,52*,38*,3,21*,-6.1,5,-11,17,2,5
Cc1ccccc1-c1nnn(CC(=O)N2CCN(S(=O)(=O)c3ccc(Cl)cc3)CC2)n1,-24,5,12,-3,-0.4,-5,2,2,1,5
COc1ccc(C(=O)NC2CC3CCCC(C2)N3CC(C)C)cc1 (centres undefined),6,-12,-1,-3,-3.4,5,2,-4,-1,-17
CC(C)CN1CCC(=O)N(CCC#N)CC1,-1,4,0,2,-2.7,0,-3,-2,8,-1
COC(=O)Cn1c(=NC(=O)C(C)C)sc2c(C)cc(C)cc21,3,-2,-2,0,0.7,2,0,-2,-6,3
CCCNC(=O)C1(C)CCCN(C(=O)c2sccc2C)C1 (centres undefined),·,-7,4,1,-0.4,-2,1,-5,5,-1
Cc1cccc(C)c1NC(=O)CNC(=O)Cc1ccc(Br)cc1,-7,-6,-2,1,-0.5,3,2,-1,2,-5
Cc1ccc(F)cc1NC(=O)CN1CCN(c2ccccn2)CC1,-4,-8,-2,-3,-0.8,-3,5,2,3,-5
CCOc1ccc(Nc2nc(Cl)nc(N3CCN(c4ccc(OC)cc4)CC3)n2)cc1,1,1,-5,2,-1.3,5,-3,0,7,-5
CCC(=O)N1CCCc2cc(S(=O)(=O)N3CCCc4ccccc43)ccc21,-6,8,-1,5,1.1,-1,0,-3,8,-9
CCOC(=O)C1(C)CCN1C(=O)c1ccoc1 (centres undefined),·,-1,-4,1,-2.1,-2,1,5,-4,11
Cc1cc(C)n(Cc2ccc(Cl)c(Cl)c2)c(=O)c1S(=O)(=O)c1ccccc1,-2,-5,1,0,-0.5,-5,-4,-3,-2,-2
CC(=O)NCc1c(Cl)cccc1-n1cccc1,9,7,0,-3,-1.1,-4,-3,2,6,9
Cn1cnnc1SCC(=O)c1cccc([N+](=O)[O-])c1,-9,5,-1,-2,-1.1,6,-1,-1,0,-13
C=C(C)CN(CC)C(=O)c1ccc(OC2CCN(S(=O)(=O)N(C)C)CC2)cc1,0,-2,-4,1,-0.1,1,-1,1,-3,0
CC(OC(=O)c1ccc(Cl)nc1)C(=O)NCc1ccc2c(c1)OCO2 (centres undefined),-10,5,0,9,0.4,1,-2,-2,-6,1
COc1ccc(CN2CCNC(=O)C2CC(=O)NCCCC2CCCC2)c(C)c1C (centres undefined),-5,7,-3,16,-3.2,-2,-1,-2,9,0
COC(=O)/C=C1\NCCSC1=O,0,0,-3,-3,-1.2,0,6,1,14,-5
O=C(CCc1nc2ccccc2c(=O)[nH]1)Nc1ccccc1N1CCCCC1,-7,4,-6,-6,-1.6,0,-1,1,-1,-4
CCOC(=O)N1CCN(C(=O)C[C@H]2C[C@@]3(C(=O)OC)C(=C[C@H](C(C)(C)C)O[C@@H]3C)N(Cc3ccc4c(c3)OCO4)C2=O)CC1,·,1,-1,1,-2.5,2,1,-5,0,-2
O=C(OC(C(=O)c1c[nH]c2ccccc12)c1ccccc1)c1cnccn1 (centres undefined),-20,-9,-3,2,-1.0,-2,0,1,4,18
CC(=O)CC[C@@H]1CC[C@]2(CCCN(S(C)(=O)=O)C2)O1,·,-4,-2,-2,·,-3,1,9,·,-2
CCOCCCN1C(=O)C(=O)N(CC(=O)N2c3ccccc3NC(=O)CC2C)C1=O (centres undefined),3,4,3,5,-0.4,-2,-1,-4,10,3
Nc1ncc2c(n1)-c1ccoc1CC2,-17,12,6,8,-2.3,-1,-2,7,4,-14

# Single records (already shown).
# Results for CC(=O)CC[C@@H]1CC[C@]2(CCCN(S(C)(=O)=O)C2)O1 : HTRA1 inh = ·; mABHD4 FP = -4; DDE Tn7 FP inh = -2; SIAE primary = -2; PG9 binder = ·; LEDGF integ inh = -3; UHRF1 MBD2 ctr = 1; PRMT1 inh = 9; TCR-CD3 inh = ·; TDP2 absorb = -2
# Results for COc1ccc(CN2CCNC(=O)C2CC(=O)NCCCC2CCCC2)c(C)c1C (centres undefined) : HTRA1 inh = -5; mABHD4 FP = 7; DDE Tn7 FP inh = -3; SIAE primary = 16; PG9 binder = -3.2; LEDGF integ inh = -2; UHRF1 MBD2 ctr = -1; PRMT1 inh = -2; TCR-CD3 inh = 9; TDP2 absorb = 0

# Next compounds.
SMILES,HTRA1 inh,mABHD4 FP,DDE Tn7 FP inh,SIAE primary,PG9 binder,LEDGF integ inh,UHRF1 MBD2 ctr,PRMT1 inh,TCR-CD3 inh,TDP2 absorb
O=C(O)c1[nH]c2ccc(Cl)cc2c1CCN1C(=O)c2ccccc2C1=O,-9,0,-8,-6,0.3,7,2,-3,6,-7
CC(C)(CO)NCc1cccs1,4,6,0,0,-1.0,-2,2,1,6,-8
CC(=O)Nc1cccc(CNCc2cccc(NC(C)=O)c2)c1,3,3,-6,0,-0.8,0,3,-2,-1,2
Cc1ccc(C(=O)Oc2ccc(-c3nccc(-c4ccccn4)n3)cc2)cc1,-5,5,3,4,0.8,-2,0,-3,4,-1
O=C(Cc1ccccc1)NNC(=O)Nc1ccccc1,2,5,7,0,-0.3,-3,-2,0,1,11
COc1cc2c(cc1OC)C(C)=NCC2,1,-1,5,-1,2.6,-5,0,4,-7,-9
CCNc1nc(SCC(=O)OC)nc(N2CCOCC2)n1,3,5,-3,-3,0.4,0,-2,1,1,-2
C[C@@H]1CN([C@@H](C)CO)C(=O)c2cccc(NC(=O)C3CCCCC3)c2O[C@@H]1CN(C)C(=O)NC1CCCCC1,-12,7,5,-4,-0.5,0,-1,-1,0,1
COc1cccc(N2CC(O)=C(c3ccccc3)C2=N)c1,-3,-4,-4,0,-1.9,-1,0,4,9,-7
Nc1nc(-c2ccccc2)cs1,2,1,5,7,-1.3,0,0,2,-12,4
CN(Cc1nc2ccccc2c(=O)[nH]1)C(=O)c1ccc(NC(=O)CSc2nnnn2C)cc1,8,-2,11,-1,1.1,3,-4,0,3,8
O=C(/C=C/c1ccc(Cl)cc1)Nc1ccc(CN2CCOCC2)cc1,-8,-6,-4,5,-3.6,0,19,-1,0,-2
C#CCOCCOCCOCCNc1nc(N2CCN(C(=O)Cn3cc(CCCN=C(N)N)nn3)CC2)nc(N2CCN(C(=O)Cn3cc(CC(C)O)nn3)CC2)n1 (centres undefined),-3,3,7,-1,-0.7,1,5,2,-2,7
Nc1ccc(C(=O)c2cccs2)cn1,12,2,6,4,-0.8,1,1,-1,-1,1
Cc1ccc(NC(=O)/C=C\C(=O)NCC(=O)O)cc1C,-1,-5,-3,5,-2.6,2,2,40*,-4,-2
Nc1c2c(nc3ccccc13)N(c1ccccc1)CC2,-8,-3,-2,-4,-1.0,7,-1,6,4,-9
